PPC-1+TRAIL kill: compounds killing PPC-1 cancer cells with TRAIL present, primary screen, TRAIL potentiator project, ATPLite luminescence, uHTS. PPC-1 cells + TRAIL, ATPLite viability luminescence. cell killing (% activity), % at 4 µM. hit rate 0.41% among 220,000. AID 1443, 2008;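 active = cell killing above 50% in the first pass at 4 µM, then a duplicate retest at 5 µM averaging 50% or more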;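 note: plate controls were cells with TRAIL plus DMSO for no effect and medium-only wells lacking cells for full effect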
Calpain2 inh: inhibitors of pig calpain II, primary screen, biochemical, fluorogenic peptide substrate, 1536-well; purified calpain II, 30 min; inhibition, % at 16 µM; hit rate 0.37% among 220,000;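 active = inhibition above about 50%, limit read from the data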
zfTRPN1 agonist: zebrafish TRPN1 channel agonists, primary screen, cell-based, HEK293, calcium fluorescence; transient receptor potential cation channel N1 (TRPN1/NompC), Danio rerio; HEK293 zebrafish TRPN1-YFP, Fluo-8 calcium fluorescence; 100% = response to 87 µM carbachol; activation, % at 3 µM; hit rate 0.18% among 220,000; AID 1424, 2008;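 active = activation above its plate's cutoff, the mean activation of test wells on that plate plus 3 SD, cut at about 19% in these data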;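 note: 0% = DMSO alone and 100% = 87 µM carbachol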
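Control set: carbachol 87 µM as high control, DMSO as low control; system: HEK293 stable line with zebrafish TRPN1-YFP; read-out: % activation versus carbachol response; detection: intracellular calcium fluorescence with Fluo-8; doses: single test compound dose, 3 µM nominal, 0.3% DMSO; schedule: dye 1 h 37 °C plus 30 min RT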
Tb hexokinase: Trypanosoma brucei hexokinase 1 inhibitors, primary screen, biochemical, G6PDH-coupled NADH absorbance, MLSCN library; recombinant TbHK1, G6PDH-coupled NADH A340; inhibition, % at 10 µM; hit rate 0.11% among 220,000; AID 1430, 2008;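 active = inhibition of 50% or more in the single-dose primary screen; inactive = inhibition below 50%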
Cl transport mod: KCC2 cotransporter modulators, thallium flux, primary screen, cell-based, HEK293 KCC2, FluoZin-2 fluorescence, MLSMR; AID 1456, 2008; KCC2 cells, thallium flux FluoZin-2 fluorescence; B-score of Tl+ flux slope (higher = more flux/activation; lower = inhibition) at 10 µM; hit rate 2.2% among 190,000; Solute carrier family 12 member 5 (Homo sapiens), Q9H2X9;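 active = thallium flux slope and its plate-corrected score both differing from the plate sample mean at a set confidence after two filtering rounds, in either direction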;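 note: slope of fluorescence scaled to starting intensity during 10 to 20 s after thallium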
Thrombin inh: human alpha-thrombin inhibitors, primary screen, counter-screen for coagulation protease inhibitor project, biochemical, 1536-well, fluorogenic AMC substrate; Boc-VPR-AMC fluorogenic substrate cleavage; Prothrombin (Homo sapiens), P00734; inhibition, % at 5 µM; hit rate 0.26% among 220,000;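 active = inhibition at or above 40%; inactive = inhibition below 40%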;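 note: 0% = enzyme with no compound and 100% = wells without enzyme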
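System – human alpha-thrombin protein · Reagent – Boc-VPR-AMC substrate, 15 µM final · Compound – 5 µM single dose in 0.2% DMSO · Schedule – reaction at room temperature · Technique – AMC fluorescence at 355 nm excitation and 460 nm emission · Read-out basis – % inhibition relative to enzyme controls and enzyme-free blanks · Control set – no-compound enzyme wells and no-enzyme blanks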
EBV gp42 inh: Epstein-Barr virus gp42 inhibitors, primary screen, biochemical, uHTS, fluorescence polarization; Glycoprotein 42 (Epstein-Barr virus (strain AG876)), Q1HVG2; Fluorescence polarization binding assay, mP read-out; inhibition, % (tested at 21.74 µM); hit rate 0.42% among 220,000; AID 1085, 2008; in the data active = inhibition above about 50%
Target sequence (Q1HVG2 whole entry, looked up): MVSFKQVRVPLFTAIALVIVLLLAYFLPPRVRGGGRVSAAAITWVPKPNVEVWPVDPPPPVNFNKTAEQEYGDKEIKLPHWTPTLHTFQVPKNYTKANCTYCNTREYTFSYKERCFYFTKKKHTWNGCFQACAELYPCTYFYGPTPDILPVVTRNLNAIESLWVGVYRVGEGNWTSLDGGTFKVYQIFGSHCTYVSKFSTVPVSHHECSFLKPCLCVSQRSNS
Furin inhibitor: human furin inhibitors, primary screen, biochemical, fluorescence intensity; purified furin, fluorogenic substrate cleavage; inhibition, % at 30 µM; hit rate 0.061% among 220,000; in the data active = inhibition above about 25%; note: inactives centre near -15
TRPML3 ag: human TRPML3 channel agonists, primary screen, cell-based, HEK293 TRPML3-YFP, Fluo-8 calcium fluorescence, 3 µM | activation, % at 3 µM | hit rate 0.29% among 220,000 | Mucolipin-3 (Homo sapiens), Q8TDD5 | AID 1448, 2008 | 100% = the carbachol control signal;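 active = activation above its plate's cutoff, the mean activation of the plate's test wells plus 3 SD, cut at about 12% in these data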;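 note: 0% = DMSO only wells and 100% = carbachol wells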
Target sequence (Q8TDD5 whole entry, looked up): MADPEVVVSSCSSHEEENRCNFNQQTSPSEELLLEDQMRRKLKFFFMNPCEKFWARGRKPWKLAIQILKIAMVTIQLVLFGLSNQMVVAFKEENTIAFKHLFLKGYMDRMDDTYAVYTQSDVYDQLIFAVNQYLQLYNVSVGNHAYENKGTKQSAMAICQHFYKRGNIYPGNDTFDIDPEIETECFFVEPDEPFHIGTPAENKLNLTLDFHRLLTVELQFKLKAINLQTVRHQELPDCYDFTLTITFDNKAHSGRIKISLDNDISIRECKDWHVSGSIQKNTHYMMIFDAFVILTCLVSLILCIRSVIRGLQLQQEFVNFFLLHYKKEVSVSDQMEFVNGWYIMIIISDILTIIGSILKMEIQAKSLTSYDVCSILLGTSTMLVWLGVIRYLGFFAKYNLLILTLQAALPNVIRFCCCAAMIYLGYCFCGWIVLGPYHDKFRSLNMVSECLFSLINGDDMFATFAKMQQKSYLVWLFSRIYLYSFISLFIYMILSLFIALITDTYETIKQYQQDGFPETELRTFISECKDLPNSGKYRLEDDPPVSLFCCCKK
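Material: HEK293 cells stably carrying human TRPML3-YFP; compound dosing: single dose, 3 µM final nominal compound, 0.3% DMSO final; incubation: 1-h 37 °C dye load, 5-s basal, 120-s post-compound reads; technique: Fluo-8 intracellular calcium fluorescence, excitation 470-495 nm, emission 515-575 nm; read-out basis: percent activation from peak-to-basal fluorescence ratio, scaled between DMSO and carbachol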
Active calls of the source: *; . = no result given; [ ] = remark or other dose.

SMILES	PPC-1+TRAIL kill	Calpain2 inh	zfTRPN1 agonist	Tb hexokinase	Cl transport mod	Thrombin inh	EBV gp42 inh	Furin inhibitor	TRPML3 ag
CCCCn1c(CN2CCN(C(=O)c3ccco3)CC2)nc2c1c(=O)n(C)c(=O)n2C	4	-27	1.1	-5	-0.54	-12	0	-29	0.0
Cc1cc(C)n(-c2nnc(Cl)c3ccccc23)n1	6	-15	0.7	4	0.86	-2	-3	10	0.4
CCOC(=O)Cc1csc(NC(=O)COc2ccccc2OCC)n1	4	0	-0.2	0	-0.098	-5	-1	-9[20 µM]	-0.8
COc1ccc2c(c1)O[C@@H](c1cccc(C(F)(F)F)c1)[C@H](O)C2=O	-7	6	0.5	1	8.8*	3	-3	0	0.0
CCCN1Cc2cccc(C(=O)Nc3ccc4c(c3)OCO4)c2C1=O	4	3	3.3	-5	-0.74	-3	-9	-23	0.6
CC(C(=O)Nc1ccc2c(c1)OCCO2)c1ccc([N+](=O)[O-])cc1 (stereo not drawn)	0	-5	20*	26	0.49	-2	-8	-16	13*
COC(=O)CSc1nc2c(c(C3CC=CCC3)c1C#N)CCC2 (stereo not drawn)	37	-10	-2.2	31	-0.7	1	-10	-14[20 µM]	-1.2
CC1CC(C)CN(C(=O)Cn2c(=O)n(CCCCC(=O)NC3CCCC3)c(=O)c3ccccc32)C1 (stereo not drawn)	1	-33	0.2	-7	.	-10	-2	-30	-0.1
COC(=O)c1ccc(COc2cc(O)c3c(c2)OC(C)(C)CC3=O)cc1	-6	-9	0.0	-4	1	0	2	-9[20 µM]	0.0
Cc1ccc(N(CC(=O)Nc2c(C)n(C)n(-c3ccccc3)c2=O)S(C)(=O)=O)cc1C	2	-17	1.0	0	0.51	-4	-9	-11[20 µM]	0.3
O=C(NC1=NCCS1)C1Cc2ccccc2CN1C(=O)c1ccccc1 (stereo not drawn)	6	-67	0.9	-1	.	-9	-7	-9	0.3
Oc1ccc(/C=N/Nc2ccc(C(F)(F)F)cn2)cc1	-8	9	-1.3	-39	-1.2	-4	7	-3	1.2
COc1ccccc1/C=C(/C(=O)NCCCn1ccnc1)c1ccccc1	-4	6	-0.7	-4	.	0	3	-10	0.5
COC(=O)c1ccccc1NC(=O)Oc1ccc(C(C)C)cc1	12	-27	1.1	4	.	21	15	-4[20 µM]	0.4
Cc1ccccc1NC(=O)c1nc2nccc(C)n2n1	9	-9	-0.2	1	0.046	-23	4	-21	0.3
CCO[C@H]1OC(C(=O)NC2CC2)=C[C@@H](c2csc3ccccc23)[C@@H]1CCCO	7	19	0.6	0	-0.055	2	-14	-17	-0.7
OC(CC#CCN1CCCC1)(c1ccccc1)c1ccccc1	10	-16	1.1	1	-0.64	-4	-13	-21	0.3
CCCOc1ccc(Cc2nn3c(=O)/c(=C/c4ccco4)sc3nc2=O)cc1	12	-7	0.6	8	-0.61	5	-12	0	0.7
CC(=O)Nc1nc(-c2cc([N+](=O)[O-])cs2)cs1	6	-20	1.5	1	0.12	-1	-19	-21	0.5
O=C(Nc1ccc(NC(=O)c2cccs2)cc1)c1ccc2c(c1)OCO2	42	-48	1.8	-22	.	-1	-16	-26	0.5

By substructure, the entries above containing an aryl methoxy group.
SMILES	PPC-1+TRAIL kill	Calpain2 inh	zfTRPN1 agonist	Tb hexokinase	Cl transport mod	Thrombin inh	EBV gp42 inh	Furin inhibitor	TRPML3 ag
COc1ccc2c(c1)O[C@@H](c1cccc(C(F)(F)F)c1)[C@H](O)C2=O	-7	6	0.5	1	8.8*	3	-3	0	0.0
COc1ccccc1/C=C(/C(=O)NCCCn1ccnc1)c1ccccc1	-4	6	-0.7	-4	.	0	3	-10	0.5

Carrying on:
SMILES	PPC-1+TRAIL kill	Calpain2 inh	zfTRPN1 agonist	Tb hexokinase	Cl transport mod	Thrombin inh	EBV gp42 inh	Furin inhibitor	TRPML3 ag
Cc1ccc(Nc2cc(-n3nc(C)cc3C)ncn2)cc1	16	19	-1.9	-10	1.4	-6	-5	-28[20 µM]	1.2
O=C(NC(=S)N1CCN(c2ccccc2)CC1)c1ccc(S(=O)(=O)N2CCOCC2)cc1	16	-14	0.1	-8	2	-11	-15	-4	-0.4
Cc1c(Cl)cccc1NC(=S)N(Cc1ccccc1)Cc1cccnc1	20	21	-0.4	5	0.18	-6	0	-15	0.8
CCOC(=O)c1c(CSc2ccccc2)oc2ccc(O)cc12	12	36	-3.7	12	-0.58	-9	4	1	1.7
COc1cc(NC(=O)CSc2nc3ccccc3cc2C)c(C(=O)O)cc1OC	-10	-20	0.7	18	-0.93	0	-7	-7	1.0
C=CCn1c(COc2ccccc2F)nnc1SCC(=O)Nc1cc2oc3ccccc3c2cc1OC	36	5	-1.1	-21	-0.44	-7	-10	2[20 µM]	-0.1
O=C(COc1ccccc1F)N/N=C1\CCCc2ccccc21	18	6	1.1	0	-1.2	-1	-1	-12	0.2
CCN(CC)c1ccc(N=Cc2cc(Br)ccc2O)cc1	-1[5 µM]	-26	-0.8	-21	-1.8	1	23	-21	0.4
Cn1c(CCC(=O)OCC(=O)NCC(F)(F)F)nc(=O)c2ccccc21	14	-6	-1.3	2	0.6	6	-14	-23	0.0
COc1cc(SC)ccc1C(=O)N1CCN(c2ccc(O)cc2)CC1	18	-17	1.9	-1	-0.11	.	-5	-33	0.8
O=S(=O)(c1ccc(Cl)cc1)N1CCSC1c1ccco1 (stereo not drawn)	-4	-14	-2.6	5	0.098	0	-8	-18	-1.2
O=C(CSc1nc2ccccc2c(=O)n1-c1ccc(F)cc1F)Nc1ccc(N2CCOCC2)cc1	12	-73	1.4	-3	-0.48	2	-10	-9	0.6
CCn1cc(C(=S)N2CCC(C(N)=O)CC2)c2ccccc21	4	9	-3.1	-5	0.3	-4	0	-7	-0.2
CCn1c(=NC(=O)C2COc3ccccc3O2)sc2c(OC)ccc(OC)c21 (stereo not drawn)	7	3	-0.3	-26	-2.2	-3	-6	-19	0.4
C1CCN(c2nc3nonc3nc2N2CCCCC2)CC1	-30	-26	-0.4	-20	.	-1	-22	4	-0.6
CCN=C1SC(C(N)=O)CC(=O)N1CC (stereo not drawn)	-17	-50	1.2	-3	1	2	-11	-15	1.0
O=C1c2oc3ccc(Cl)cc3c(=O)c2C(c2ccco2)N1CCN1CCOCC1 (stereo not drawn)	.	-28	0.4	-18	5.6*	15	-2	-21	1.1
O=C(COC(=O)CCc1nc2ccccc2c(=O)[nH]1)NC1CCS(=O)(=O)C1 (stereo not drawn)	14	-4	0.6	2	0.24	-4	-14	-37	0.5
O=C(NC1CC1)C1CCN(C2CCN(C(=O)Cc3ccc(F)cc3)CC2)CC1	19	25	0.6	-7	0.32	-1	-14	-31	0.9
O=C(c1ccc(Cl)c(S(=O)(=O)N2CCCC2)c1)N1CCN(c2ncccn2)CC1	20	-36	1.5	-1	-0.61	-11	-14	-14	0.8
O=C(CSCSCC(=O)NCC1CCCO1)NCC1CCCO1 (stereo not drawn)	6	1	0.9	9	0.44	-10	0	0	-0.6
CC(C)(O)C#Cc1ccc(CN2CCN(C3CCCCC3)C(CCO)C2)s1 (stereo not drawn)	7	-4	2.3	-4	0.31	-14	-6	-16	0.3
O=S1(=O)C=CC(c2ccccc2)C1 (stereo not drawn)	11	-8	0.8	0	0.72	2	-11	-13	1.2
O=C(c1cccs1)N1CCN=C1SCc1cccc(F)c1	-6	-1	1.6	6	0.43	-1	-2	-7	0.3
Cc1ccccc1CN(c1ccc(C(N)=O)cc1)S(C)(=O)=O	15	19	1.9	1	.	-6	3	-15	0.8
CSC(SC)=C(C(C)=O)C(=O)c1ccc(C)cc1	2	-3	-0.6	-7	0.79	-1	0	-6	-0.3
NS(=O)(=O)c1ccc(CCNC(=O)C2CCCN(S(=O)(=O)c3cccnc3)C2)cc1 (stereo not drawn)	-1	-9	0.4	-6	1	-3	-16	-28	1.1
COC(=O)CNC(=O)COC(=O)c1cc(Cl)cc(Cl)c1N	10	-422	0.6	-5	-1.2	-11	-1	-30[20 µM]	0.0
Nc1cc(N)nc(SCc2nnnn2-c2ccc(Cl)cc2)n1	23	12	-0.7	30	0.38	-7	2	-10	0.6
CCOc1cc(NS(=O)(=O)c2ccc(OC)cc2)c(OCC)cc1NC(C)=O	9	-12	0.3	-1	-0.48	2	-12	-4	-0.1
CC(=O)C1=C(C)NC(SCC(=O)c2cc(Cl)ccc2Cl)=C(C#N)C1c1ccco1 (stereo not drawn)	4	.	0.0	-14	.	.	.	-23	1.1
O=C(N/N=C/c1ccccn1)c1cc(-c2cccc3ccccc23)n[nH]1	0	-53	0.5	-3	-1.1	-8	-24	-8	0.9
NS(=O)(=O)c1ccc(NC(=S)NCCc2ccccc2)cc1	26	-13	0.8	-3	-1.6	-2	-4	-29	-0.4
O=C(NCc1ccc2c(c1)OCO2)c1ccc(COc2cccc(Cl)c2)o1	13	37	0.7	9	-6.9*	7	-15	-21	-0.2
O=C(CSCc1ccc([N+](=O)[O-])cc1)N/N=C/c1cccnc1	.	-1	0.6	-6	0.17	0	-13	-31	0.4
O=C(O)c1cc2nccc(-c3ccco3)n2n1	8	-227	0.6	-25	.	1	-10	-28	0.8
COc1nc(OCC#N)nc(N(C)C)n1	0	8	0.6	0	1.2	-6	1	-27[20 µM]	0.9
Cc1cc(OCCOCCN2CCCC2)ccc1C(C)C	-1	-26	1.0	8	0.24	-5	-9	-4	1.1
O=C(Cn1nnc(-c2ccc(N3CCOCC3)cc2)n1)OC1CCCCC1	26	-17	0.3	1	2	-3	-1	-17	1.2
COc1ccc(C(=O)c2c[nH]c(C(=O)N=CN(C)C)c2)cc1	5	24	1.1	-15	0.22	-2	-16	-24	0.2
COC(=O)c1cccc(NC(=O)c2ccc3c(c2)C(=O)N(CC2CCCO2)C3=O)c1 (stereo not drawn)	13	31	3.4	-8	.	0	9	-16[20 µM]	1.1

One compound at a time, as listed above. Order of values: PPC-1+TRAIL kill, Calpain2 inh, zfTRPN1 agonist, Tb hexokinase, Cl transport mod, Thrombin inh, EBV gp42 inh, Furin inhibitor, TRPML3 ag
Listed for `NS(=O)(=O)c1ccc(CCNC(=O)C2CCCN(S(=O)(=O)c3cccnc3)C2)cc1` (stereo not drawn) : -1, -9, 0.4, -6, 1, -3, -16, -28, 1.1
Listed for `COC(=O)c1cccc(NC(=O)c2ccc3c(c2)C(=O)N(CC2CCCO2)C3=O)c1` (stereo not drawn) : 13, 31, 3.4, -8, ., 0, 9, -16[20 µM], 1.1
